# Screening data from PubChem.
# GalR3 antag – human GalR3 antagonism; O60755; HEK293 GalR3-CNG cAMP membrane potential fluorescence; galR3 body fused to GalR1 C-terminus; inhibition, % at 3 µM; hit rate 0.44% among 360,000;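 active = inhibition above the screen-wide average plus 3 SD, cut at about 13% in these data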;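 also: forskolin and galanin both at EC90 stimulate the cells; cAMP rise reported by CNG channel membrane potential dye signal; 0% = forskolin plus galanin with DMSO and 100% = forskolin alone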
# Target sequence (O60755 1-299 limits assumed): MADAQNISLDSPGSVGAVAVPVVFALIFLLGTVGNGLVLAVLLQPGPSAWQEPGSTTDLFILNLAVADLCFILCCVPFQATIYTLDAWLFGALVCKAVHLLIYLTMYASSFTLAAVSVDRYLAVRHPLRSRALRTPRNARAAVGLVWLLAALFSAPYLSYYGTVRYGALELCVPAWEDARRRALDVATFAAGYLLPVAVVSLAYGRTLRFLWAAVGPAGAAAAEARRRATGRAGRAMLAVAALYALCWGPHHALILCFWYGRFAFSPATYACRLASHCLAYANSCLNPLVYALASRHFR
# CRFR2-BP antag – blocks CRF-induced signaling of the CRF-BP/CRF-R2 complex. HEK293 CRF-R2/CRF-BP, CRF-induced calcium fluorescence. inhibition, % at 11.8 µM. hit rate 0.59% among 350,000;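 active = inhibition of the ligand-induced calcium signal above about 50% at the single tested concentration, limit read from the data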
# MEKK3 PB1 HTS – MEKK3-MEK5 PB1 interaction, increase or decrease; bead-based flow cytometry, Alexa488-MEK5 binding to MEKK3; actives lie on both sides; 0 = blocked by unlabeled MEK5, 100 = vehicle; Q99759; binding response (% of control), % at 10 µM; hit rate 1.4% among 290,000; AID 1529;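 active = binding response more than 3 SD above or below the average of its plate-row segment, actives on both sides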;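 also: Alexa488 bead fluorescence after subtracting the streptavidin-only scavenger bead signal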
# Target sequence (Q99759 whole entry, looked up): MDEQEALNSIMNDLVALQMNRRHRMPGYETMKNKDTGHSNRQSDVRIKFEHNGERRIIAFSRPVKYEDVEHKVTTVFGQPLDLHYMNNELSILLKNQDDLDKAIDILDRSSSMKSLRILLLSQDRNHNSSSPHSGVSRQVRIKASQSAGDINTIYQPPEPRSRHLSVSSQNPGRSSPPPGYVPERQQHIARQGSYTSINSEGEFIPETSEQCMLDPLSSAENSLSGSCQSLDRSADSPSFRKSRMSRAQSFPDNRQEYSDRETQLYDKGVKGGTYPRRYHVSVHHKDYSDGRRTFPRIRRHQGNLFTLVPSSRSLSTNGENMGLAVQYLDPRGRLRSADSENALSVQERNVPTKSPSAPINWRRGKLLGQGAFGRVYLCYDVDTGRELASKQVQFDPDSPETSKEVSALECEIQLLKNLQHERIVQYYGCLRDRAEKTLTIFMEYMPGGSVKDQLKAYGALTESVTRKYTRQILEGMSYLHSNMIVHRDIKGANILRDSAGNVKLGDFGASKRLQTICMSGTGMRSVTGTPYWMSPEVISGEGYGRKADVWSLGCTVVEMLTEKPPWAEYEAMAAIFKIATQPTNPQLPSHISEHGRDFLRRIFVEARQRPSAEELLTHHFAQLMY
# pCIP destab – compounds decreasing mouse p/CIP protein stability | Q05BA5 | F442A p/CIP-EGFP cells, EGFP fluorescence, 16 h | decrease of EGFP signal, % at 10 µM | hit rate 0.01% among 290,000;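 active = EGFP signal decrease of at least 30% at 10 µM or well 3 SD below plate mean, unless failing retest; inactive = the rest, including hits failing retest or dose response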; also: some compounds called inactive have numbers as strong as hits; many of its hits are not listed in these tables
# PHOSPHO1 block – blocks human PHOSPHO1 phosphatase activity; inhibition, % at 13.3 µM; recombinant PHOSPHO1, absorbance phosphatase assay; hit rate 1.1% among 290,000; Q8TCT1; in the data active = inhibition above about 60%
# CRFR2-BP ag – CRF-BP/CRF-R2 complex agonism | HEK293 CRF-R2/CRF-BP, calcium dye fluorescence (FLIPR); percent of saturating CRF peptide response | activation, % at 13.2 µM | hit rate 0.46% among 350,000;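 active = activation of at least 50%, plus an integration ratio under a set limit after plate pattern correction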;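 also: plate controls were neutral control wells without compound for no effect and CRF at EC100 for full effect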
# IDE act – activators of human insulin-degrading enzyme in cells. AID 493087. activation, % at 5.96 µM. HEK cells, FAbeta-B cleavage, fluorescence polarization; 0% vehicle, 100% cell-free pure enzyme wells. hit rate 0.073% among 340,000;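 active = activation above the mean of all tested compounds plus 3 SD, set per screening campaign, cut at about 17% in these data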
# IDE cell inh – cellular human IDE inhibition; P14735; HEK cells, FAbetaB cleavage, fluorescence polarization; inhibition, % at 5.59 µM; hit rate 0.41% among 320,000;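 active = percent inhibition above the average of all tested compounds plus 3 SD, set per screening campaign, cut at about 16% in these data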;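 also: IDE supplied by intact live HEK cells; FP after avidin binding of uncleaved biotin substrate so inhibition keeps polarization high; 0% = DMSO wells and 100% = 60 µM reference IDE inhibitor Ii1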
# M4 PAM – CHRM4 positive allosteric modulation | AID 624126 | P08173 | CHO-K1 hM4/Gqi5, Fluo-8 calcium fluorescence, ACh EC20; 0% = ACh EC20, 100% = maximal ACh | hit rate 0.4% among 360,000 | activation, % at 3 µM;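 active = activation above its plate's cutoff, the mean activation of sample wells plus 3 SD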; also: some results filed as inactive read as strong as hits
# The depositor's hits bear a star; . = no result given; [ ] = remark or other dose.
# Each structure is followed by: CRFR2-BP antag	IDE act	pCIP destab	IDE cell inh	PHOSPHO1 block	CRFR2-BP ag	MEKK3 PB1 HTS	M4 PAM	GalR3 antag
> COc1ccc(C(=O)N(CC2CCCO2)C(C(=O)NC2CCCC2)c2ccc(C)cc2)cc1OC (stereo unspecified)
→ -2	-1	2	-2	-2	-1.2	102	9	-2
> COCCNCCCCSc1ccc(Cl)cc1
→ 0	-1	-1	3	37	0.2	98	8	-5
> COc1ccc(C2NC(c3ccc(OC)cc3)C(c3ccccc3)C(=O)C2c2ccccc2)cc1 (stereo unspecified)
→ 49	1	1	2	-4	5.7	93	-14	-1
> Cc1nnc(NCc2cccc(Cl)c2)c2ccccc12
→ 0	1	6	7	19	-0.6	104	0	-6
> Cn1nc(C(=O)N2CCN(c3ccc(Cl)cc3)CC2)c2c1-c1ccccc1S(=O)(=O)C2
→ -5	-5	-8	7	30	-1.1	99	-10	-6
> Cc1cc(=O)oc2cc(OCC(O)CN3CCN(c4ccc(F)cc4)CC3)ccc12 (stereo unspecified)
→ 12	-3	-12	0	-10	3.2	110	5	-2
> O=C(CCc1ccc(O)c(O)c1)NNC(=S)Nc1ccc(Br)cc1Cl
→ 10	.	-1	9	-35	2.2	95	-2	0
> COc1cccc(NC(=O)Cn2cc(C(=O)C3CC3)c3ccccc32)c1
→ 2	2	.	6	.	-1.0	.	3	-5
> CCn1c(SCC(=O)N(C)C)nc2cc(S(=O)(=O)N3CCOCC3)ccc21
→ -9	0	.	1	.	-0.5	.	4	-4
> COCCCn1c(=S)[nH]c2ccc(N3CCOCC3)cc2c1=O
→ -8	-2	16	2	0	0.4	99	-10	2
> O=C(/C=C/c1ccc(Cl)cc1)Nc1nccs1
→ -5	-3	-7	.	18	-1.9	102	-2	-6
> O=C(COC(=O)c1c[nH]c2ccccc12)Nc1ccc([N+](=O)[O-])cc1
→ -4	-1	.	-2	.	-0.1	.	5	0
> COc1cccc(CNC(=O)COc2cccc(-n3cnnn3)c2)c1
→ 4	8	.	1	.	-1.1	.	-5	1
> Cc1ccc(C)c(NC(=S)NCCc2ccc(S(N)(=O)=O)cc2)c1
→ 18	2	.	4	.	-1.4	111	-6	-1
> Cc1nc(CCNC(=O)COc2ccccc2)cs1
→ 4	8	3	5	-14	-0.3	112	4	.
> COc1ccc(NC(=O)CN(C)S(=O)(=O)c2ccc(Cl)cc2)cc1Cl
→ 1	2	-4	-5	32	-1.0	104	23	-6
> N/C(COc1ccc(Cl)cc1Cl)=N\O
→ -1	6	-6	-2	32	-1.5	100	2	2
> CCOn1c(=O)c(C)[n+]([O-])c2ccccc21
→ -3	-2	6	2	-26	11	106	17	-2
> O=S(=O)(NCC(c1cccnc1)N1CCOCC1)c1ccc(Cl)cc1 (stereo unspecified)
→ -1	-2	5	-2	-21	-0.5	102	10	-5
> COc1ccc(-c2cc3c(=O)n(CC(=O)NCc4ccc(Cl)cc4)ncn3n2)cc1
→ 26	4	4	3	0	-1.3	101	2	.
> CN1CCN(C(=O)c2ccc(-n3cccc3)cc2)CC1
→ 14	7	-2	-1	20	3.8	100	-6	-2
> CCOC(=O)C1CCN(S(=O)(=O)c2cn(C)c(C)n2)CC1
→ 9	2	-15	2	29	-1.2	99	0	-2
> CCOc1ccccc1CN(Cc1ccco1)S(=O)(=O)c1ccc(-n2cnnn2)c(OC)c1
→ 23	3	-15	.	6	1.2	113	-19	-9
> CCOCCCNC(=S)N(CCN(CC)CC)Cc1cc2cc3c(cc2[nH]c1=O)OCCO3
→ 2	6	0	-1	10	0.1	98	-4	-4
> C=CCNc1oc(-c2ccc(Cl)cc2)nc1C#N
→ -7	6	.	-7	.	-7.4	.	2	-5
> CCN1C(=O)/C(=C2\C=Cc3ccccc3N2CC)SC1=S
→ 33	5	-2	3	18	-0.7	99	7	-1
> CC1CCCCC1NC(=O)COC(=O)/C=C/c1ccc2c(c1)OCO2 (stereo unspecified)
→ -11	-2	-2	0	8	-1.2	102	-6	4
> CCOC(=O)c1ccc(NC(=O)Nc2nc3ccccc3s2)cc1
→ -34	.	.	.	.	6.7	.	-15	-3
> COc1ccc(NC2=Nc3ccccc3N3C2=Nc2c(c(C)nn2-c2ccc(C)cc2)C3c2cccnc2)cc1 (stereo unspecified)
→ -57	1	-8	1	15	38	84	6	-6
> Cc1cccc(NC(=O)NNC(=O)c2ccc(C)c([N+](=O)[O-])c2)c1
→ -3	-4	-10	-2	16	-2.4	95	-3	-5
> CC(=O)Nc1nc(-c2ccc([N+](=O)[O-])cc2)cs1
→ 2	-2	3	2	-15	-0.7	101	1	-1
> Cn1c(NCCO)nc2c1c(=O)n(Cc1cccc(Cl)c1)c(=O)n2C
→ -11	1	-8	3	31	0.0	105	-2	-13
> COc1ccc(C)cc1NC(=O)CSc1nc(SC)ns1
→ -1	-2	-5	2	-22	-0.9	102	4	-1
> CC(=O)Nc1ccc(NC(=O)Cc2ccc(S(=O)(=O)N3CCCCC3)cc2)cc1
→ -7	-2	.	.	.	1.0	.	1	-3
> O=C1CSC(c2ccccn2)N1c1ccccc1F (stereo unspecified)
→ 20	4	6	1	-16	-1.6	104	6	-6
> O=C(NNc1c(Cl)cc(Cl)cc1Cl)c1n[nH]c(=O)c2ccccc12
→ 3	4	-14	-5	20	0.6	106	9	-3
> COC(=O)c1cccc(NC(=O)/C=C/c2ccc([N+](=O)[O-])cc2)c1
→ -19	-3	3	4	-3	1.0	101	14	-4
> COc1ccc(NS(=O)(=O)c2cc(NC(=O)/C=C/c3cccs3)ccc2N2CCOCC2)cc1
→ 16	2	-19	11	4	-1.3	104	-2	-4
> CCCCNC(=O)COC(=O)c1cc2c(C)nn(-c3ccccc3)c2s1
→ -12	-3	-6	-2	5	0.6	.	2	2
> COc1ccc(Cc2nnc(SCC(=O)Nc3c(C)cccc3C)[nH]c2=O)cc1
→ -11	6	.	-2	.	-1.3	.	9	-5
> O=C1CCN(Cc2cccnc2)CCN1[C@H](CO)c1ccccc1
→ 6	3	-7	1	31	-0.9	102	-1	-2
> O=C(NCC(c1cccs1)N1CCOCC1)c1cc([N+](=O)[O-])cc([N+](=O)[O-])c1 (stereo unspecified)
→ -6	7	-15	0	-2	-2.8	101	0	1
> COc1ccc(OCC(=O)Nc2ccc(Cl)cc2)cc1
→ 2	6	-4	-3	36	-0.2	97	4	-5
> COC(=O)CCc1nc2ccccc2[nH]c1=O
→ -12	1	4	8	35	0.5	97	4	5
> O=C(COc1ccc(Cl)cc1Cl)NN=C1c2ccccc2-c2ccccc21
→ -6	5	-2	-2	12	-0.6	105	11	-3
> CC(=O)Nc1cccc(OCc2cccc([N+](=O)[O-])c2)c1
→ 21	7	.	.	.	-1.9	.	-2	-4
> O=C(c1ccccc1S(=O)(=O)NCc1ccccc1)N1CCCCC1
→ 2	9	-12	2	1	0.5	101	7	-3
> CCOc1cccc(OCCOc2ccccc2[N+](=O)[O-])c1
→ 19	4	4	7	-10	1.1	111	-1	3
> CCc1nn(C(CC)C(=O)NCCCN2CC(C)CC(C)C2)c(=O)c2cc3oc(C)cc3n12 (stereo unspecified)
→ -7	-1	6	7	24	-0.6	100	-3	-2
> Cc1nn2c(N)csc2nc1=O
→ .	.	4	2	59	.	62*[inhibitor]	.	.
> COCc1cc(C)nc(N2CCCCC2)c1C#N
→ -1	7	-12	4	-24	0.5	108	2	2
> CCOC(=O)c1sc(NC(=O)CCCn2nc([N+](=O)[O-])cc2C)c(C(=O)OCC)c1C
→ 3	9	-3	-4	-8	1.7	101	5	-3
> O=C(c1ccccc1)c1ccc(O)cc1O
→ -44	-26	-73	19*	-4	61*	100	-4	-3
> O=[N+]([O-])c1ccc(-c2nc(C(Cl)Cl)c3ccccc3n2)cc1
→ 5	-3	-16	-2	28	-0.9	103	1	-3
> CCCN(CC(=O)Nc1ccccc1OC)C(=O)CCC(=O)c1ccc(F)cc1
→ 14	2	.	-2	.	-1.8	.	3	-3
> Cn1cncc1C(=O)c1ccccc1
→ 2	-2	1	-1	15	1.1	111	-8	-5
> CN(Cc1ccccc1)CC(O)CN(C)Cc1ccccc1
→ -1	5	.	.	.	1.5	.	-1	-5
> O=C(Cn1cc(SCc2ccc(Cl)cc2)c2ccccc21)N1CCOCC1
→ 14	4	-9	2	2	0.2	99	-11	-2
> COc1ccc(-c2nn(-c3ccccc3C)cc2CNCc2cccnc2)cc1F
→ 73*	11	-13	-2	11	1.8	104	-4	-5
> COc1cc(SC)ccc1C(=O)NNC(=O)c1cc(C)oc1C
→ 2	5	.	5	.	-0.5	.	10	2

# New compounds follow.
# Each structure is followed by: CRFR2-BP antag	IDE act	pCIP destab	IDE cell inh	PHOSPHO1 block	CRFR2-BP ag	MEKK3 PB1 HTS	M4 PAM	GalR3 antag
> O=C1c2ccccc2CN1C(CO)c1ccccc1 (stereo unspecified)
→ -8	1	3	-1	18	2.7	105	-5	-9
> COc1cc(OC)cc(C(=O)NNC(=S)NC2CC2)c1
→ 10	1	10	2	11	-0.5	99	-2	-6
> Cc1ccc(NS(=O)(=O)c2ccc(Br)s2)nc1
→ 41	4	-16	1	10	3.5	98	-1	-7
> CSc1ncccc1C(=O)OCC(=O)NCc1ccc2c(c1)OCO2
→ -3	1	-4	3	43	-0.8	95	10	-2
> N#Cc1cc2cc3c(cc2nc1SCC(=O)N1CCOCC1)OCCO3
→ -3	3	6	6	14	-1.4	97	-2	-7
> CC(=O)C12C3C4C(C5C1C3C5(Br)C41OCCO1)C21OCCO1 (stereo unspecified)
→ -1	1	-23	4	-25	-0.3	104	0	1
> COc1ccc(NC(C)=O)cc1CP(=O)(c1ccccc1)c1ccccc1
→ 9	4	-1	2	24	2.3	100	-1	-4

# Quoted from the results shown, 10 compounds:
# Each structure is followed by: CRFR2-BP antag	IDE act	pCIP destab	IDE cell inh	PHOSPHO1 block	CRFR2-BP ag	MEKK3 PB1 HTS	M4 PAM	GalR3 antag
> CCN1C(=O)/C(=C2\C=Cc3ccccc3N2CC)SC1=S
→ 33	5	-2	3	18	-0.7	99	7	-1
> CC1CCCCC1NC(=O)COC(=O)/C=C/c1ccc2c(c1)OCO2 (stereo unspecified)
→ -11	-2	-2	0	8	-1.2	102	-6	4
> CCOC(=O)c1ccc(NC(=O)Nc2nc3ccccc3s2)cc1
→ -34	.	.	.	.	6.7	.	-15	-3
> COc1ccc(NC2=Nc3ccccc3N3C2=Nc2c(c(C)nn2-c2ccc(C)cc2)C3c2cccnc2)cc1 (stereo unspecified)
→ -57	1	-8	1	15	38	84	6	-6
> Cc1cccc(NC(=O)NNC(=O)c2ccc(C)c([N+](=O)[O-])c2)c1
→ -3	-4	-10	-2	16	-2.4	95	-3	-5
> CC(=O)Nc1nc(-c2ccc([N+](=O)[O-])cc2)cs1
→ 2	-2	3	2	-15	-0.7	101	1	-1
> Cn1c(NCCO)nc2c1c(=O)n(Cc1cccc(Cl)c1)c(=O)n2C
→ -11	1	-8	3	31	0.0	105	-2	-13
> COc1ccc(C)cc1NC(=O)CSc1nc(SC)ns1
→ -1	-2	-5	2	-22	-0.9	102	4	-1
> CC(=O)Nc1ccc(NC(=O)Cc2ccc(S(=O)(=O)N3CCCCC3)cc2)cc1
→ -7	-2	.	.	.	1.0	.	1	-3
> O=C1CSC(c2ccccn2)N1c1ccccc1F (stereo unspecified)
→ 20	4	6	1	-16	-1.6	104	6	-6
